Source: PubChem BioAssay
PPARg SRC-3 ag – agonists of human PPARgamma SRC-3 coactivator recruitment; activation, % at 8 µM; P37231; 0.26% of 200,000 active; biochemical PPARgamma/SRC-3 coactivator recruitment assay; AID 731; in the data active = activation above about 23%;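 note: 0% = DMSO and 100% = reference agonist; some compounds past the cut are filed as inactive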
ROMK mod – modulators of human ROMK potassium channel. B-score at 10 µM. 2% of 130,000 active. Tet-inducible ROMK, thallium flux fluorescence; actives lie on both sides. P48048;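 active = signal ratio slope over the read window, or its plate-corrected B-score, at least 3 SD from the plate mean, either direction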;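 note: B-score of the F/F0 ratio slope over 7 to 12 s after thallium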
L major viab – Leishmania major promastigote growth inhibition. Leishmania major promastigotes, resazurin fluorescence viability. inhibition, % at 10 µM. 9% of 200,000 active. AID 1063; in the data active = inhibition above about 50%;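 note: promastigotes grown with compound for 44 hours at 28 °C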
PPARg SRC2 recr – promotes SRC-2 coactivator recruitment by human PPARgamma; P37231; PPARgamma LBD-SRC-2 recruitment, biochemical; activation, % at 8 µM; 0.34% of 200,000 active; in the data active = activation above about 22%;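 note: 0% = vehicle and 100% = reference agonist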
bIAP inh – intestinal alkaline phosphatase (bovine) inhibition | purified bovine IAP, CDP-star luminescence, 30 min | inhibition, % at 20 µM | 190,000 tested, under 10 active | AID 1019;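 active = over 50% inhibition of intestinal alkaline phosphatase at 20 µM in the single-dose screen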
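Assay system: bovine IAP enzyme; medium: DEA buffer 100 mM, pH 9.8, with MgCl2 1.0 mM, ZnCl2 0.02 mM; doses: 20 µM single dose; incubation: enzyme reaction for 30 min at room temperature; detection: CDP-star luminescence signal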
S1P3 antagonist – S1P3 (human) receptor antagonism | 0.27% of 170,000 active | inhibition, % at 4.98 µM | CHO S1P3 NFAT-BLA reporter, FRET fluorescence, antagonist mode | Q99500;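 active = inhibition above the plate cutoff, the mean inhibition of test wells on that plate plus 3 SD, cut at about 28% in these data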;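 note: cells challenged with S1P at its EC80 of 0.8 µM; blue over green emission ratio from cleaved BLA substrate after 4 h stimulation; 0% = S1P-stimulated wells and 100% = unstimulated DMSO-only wells; some compounds past the cut are filed as inactive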
PPARg SRC1 recr – promotes SRC-1 coactivator recruitment by human PPARgamma; P37231; 0.41% of 200,000 active; PPARgamma-SRC-1 coactivator recruitment biochemical assay; activation, % at 8 µM; AID 631; in the data active = activation above about 19%;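 note: 0% = DMSO and 100% = reference agonist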
bIAP act – intestinal alkaline phosphatase (bovine) activation | purified bovine IAP, CDP-star luminescence, 30 min; active compounds read high; fold of DMSO-control signal, blank-subtracted | activation factor at 20 µM | 0.17% of 200,000 active;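 active = activation factor of 2 or more at 20 µM, a signal rise over negative controls twice the positive control's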
DTT redox prof – compounds producing H2O2 with reducing agent – biochemical, NIH compound library profiling, artefact control for MLSCN library redox annotation, primary screen; 0.03% of 200,000 active; activation, % at 10 µM; DTT-dependent redox cycling H2O2, phenol red/HRP absorbance; 100% = 100 µM peroxide control, 0% = buffer;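 active = activation of at least 50% relative to the plate's high and low controls in the primary single-dose screen; inactive = activation below 50%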;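 note: compound incubated with DTT at 0.8 mM final as the reducing agent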
TLR4-MyD88 BLA – TLR4-MyD88 interaction inhibition in cells. 0.18% of 200,000 active. inhibition, % at 8.4 µM. HeLa CL3-4 TLR4/MyD88 BLA complementation, FRET ratio; in the data active = inhibition above about 25%;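 note: 0% = vehicle and 100% = reference inhibitor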
Target sequence (O00206 whole entry, looked up): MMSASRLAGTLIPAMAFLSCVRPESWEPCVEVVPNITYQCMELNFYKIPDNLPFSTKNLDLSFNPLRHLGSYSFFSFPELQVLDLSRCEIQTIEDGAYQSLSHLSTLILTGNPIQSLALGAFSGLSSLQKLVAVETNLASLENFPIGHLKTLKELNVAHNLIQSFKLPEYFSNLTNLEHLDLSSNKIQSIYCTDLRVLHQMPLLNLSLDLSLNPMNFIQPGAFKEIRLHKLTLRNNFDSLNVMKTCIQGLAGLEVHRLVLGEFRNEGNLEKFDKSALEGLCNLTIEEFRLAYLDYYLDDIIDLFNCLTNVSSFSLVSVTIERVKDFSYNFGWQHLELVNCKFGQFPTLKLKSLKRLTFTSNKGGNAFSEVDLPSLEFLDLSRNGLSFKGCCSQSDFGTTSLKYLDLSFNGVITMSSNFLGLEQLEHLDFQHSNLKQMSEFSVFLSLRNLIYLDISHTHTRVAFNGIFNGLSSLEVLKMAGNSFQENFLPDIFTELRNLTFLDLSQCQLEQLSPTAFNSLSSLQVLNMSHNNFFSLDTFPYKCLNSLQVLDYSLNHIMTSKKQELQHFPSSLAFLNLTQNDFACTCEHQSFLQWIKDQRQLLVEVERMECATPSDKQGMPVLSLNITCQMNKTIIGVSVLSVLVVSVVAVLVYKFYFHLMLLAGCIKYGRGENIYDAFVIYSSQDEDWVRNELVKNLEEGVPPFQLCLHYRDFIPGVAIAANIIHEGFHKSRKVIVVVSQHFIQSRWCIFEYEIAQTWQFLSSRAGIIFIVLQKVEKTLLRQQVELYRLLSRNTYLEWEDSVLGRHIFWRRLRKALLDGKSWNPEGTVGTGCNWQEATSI
Target sequence (Q99836 whole entry, looked up): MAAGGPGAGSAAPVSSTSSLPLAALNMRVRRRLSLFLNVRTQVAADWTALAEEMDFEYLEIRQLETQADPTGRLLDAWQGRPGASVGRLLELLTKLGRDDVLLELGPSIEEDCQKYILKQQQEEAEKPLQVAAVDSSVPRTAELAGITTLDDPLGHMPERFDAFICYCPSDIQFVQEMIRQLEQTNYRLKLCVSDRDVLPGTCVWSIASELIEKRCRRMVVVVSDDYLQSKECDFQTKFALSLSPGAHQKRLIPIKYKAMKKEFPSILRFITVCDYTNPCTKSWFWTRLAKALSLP
TR-FRET SRC-2 ct – counter-screen for PPARgamma SRC-2 recruitment agonists: TR-FRET artefact; active compounds read high; TR-FRET ratio at 8 µM; 0.4% of 200,000 active; AID 1049; in the data active = TR-FRET ratio above about 2000; note: inactives centre near 1500; reference of the scale not given here
An asterisk follows results filed as active; . = not tested or not shown.

SMILES	PPARg SRC-3 ag	ROMK mod	L major viab	PPARg SRC2 recr	bIAP inh	S1P3 antagonist	PPARg SRC1 recr	bIAP act	DTT redox prof	TLR4-MyD88 BLA	TR-FRET SRC-2 ct
O=C(Nc1ccc(N2CCN(C(=O)c3ccco3)CC2)cc1)C(c1ccccc1)c1ccccc1	11	0.87	12	-3	-59	.	0	1.6	0.1	0	1297
CCOC(=O)C1Cn2c(nc3c(c2=O)C(C)(C)Cc2ccccc2-3)S1 (stereo not given)	-5	-0.5	11	-2	-3	-2	5	1	1.2	22	1500
N=c1c2c3c(sc2ncn1CCCN1CCOCC1)CCCCC3	3	-1.7	90*	1	-6	-12	1	1.1	3.6	5	1466
CC(Oc1ccccc1F)C(=O)NCCN1CCCCC1 (stereo not given)	7	.	6	7	7	-21	2	0.9	-2.3	2	1606
Cn1cnc([N+](=O)[O-])c1SCC(O)CN1CCCCC1 (stereo not given)	0	-0.0069	1	0	-17	-8	1	1.2	0.7	-7	1647
CCOC(=O)C(CC)n1cnc2c(nnn2-c2ccc(OC)cc2)c1=O (stereo not given)	-11	-1	1	-2	10	3	5	0.9	0.0	10	1351
O=C(NC1CCCCC1)C(c1cccs1)N(Cc1cccs1)C(=O)c1cccs1 (stereo not given)	3	-2.2	99*	6	0	.	4	1	-0.1	-8	1508
COc1cc(Br)c(S(=O)(=O)Nc2c(C)n(C)n(-c3ccccc3)c2=O)cc1OC	6	.	-4	2	10	-36	-4	0.9	14	-4	1487
O=C(c1ccc2ccccc2c1)N1CCN(c2ccc(O)cc2)CC1	3	.	90*	3	2	-18	-3	1	1.1	6	1491
C/C(CC(=O)Nc1cc(C)ccn1)=N\NC(=O)C(=O)Nc1cccc(C)c1	3	0.18	42	2	-4	-11	-1	1	0.3	-3	1455
Cc1cc(C(=O)CN2C(=O)NC3(CCCc4ccccc43)C2=O)c(C)n1Cc1ccco1 (stereo not given)	-3	0.94	8	16	3	.	-2	1	0.2	0	1556
Cc1ccc(S(=O)(=O)N(C)Cc2ccc(C(=O)NN=C(CC(C)C)CC(C)C)cc2)cc1	-2	1.2	-1	4	6	-17	-5	0.9	-0.3	-12	1326
CCCNC(=O)c1ccccc1NS(=O)(=O)c1ccc2c(c1)OCCO2	-9	-0.35	34	2	2	-1	4	1	2.5	-1	1414
Cc1ccc(C(=O)c2sc3nc4c(cc3c2N)CCC4)cc1	0	-0.067	-2	13	3	-16	12	1	0.2	4	1862
Cc1ccsc1C(=O)Nc1ccc2c(c1)OCCO2	2	.	-4	6	-110	-8	12	2.1*	0.3	9	1634
Cc1cccc(NC(=S)NCCc2ccc3c(c2)OCCO3)c1C	4	0.35	2	3	15	-5	0	0.8	0.6	-16	1561
C#CCOCCOCCOCCNc1nc(N2CCN(C(=O)[C@H](CCC(=O)O)n3cc(C(N)CO)nn3)CC2)nc(N2CCN(C(=O)[C@H](Cc3ccc(O)cc3)n3cc(C(N)CC(C)C)nn3)CC2)n1 (stereo not given in full)	3	.	-2	6	-7	-21	13	1.1	-0.9	0	1764
CCN(Cc1cc2ccccc2[nH]c1=O)C(=O)c1cccnc1	7	0.12	0	3	5	-3	-2	0.9	0.0	-12	1307
CCCC(=O)Nc1cc(-c2nn(C)c(=O)c3ccccc23)ccc1N1CCCCC1	13	.	29	-4	.	17	0	.	0.7	3	1537
c1ccc(CC2CCN(c3nc4ccccc4n4nnnc34)CC2)cc1	13	.	-7	-5	20	-19	-1	0.8	1.7	-11	1499
O=C(/C=C/c1ccco1)N1CCCC(c2ccccc2)C1 (stereo not given)	2	.	-7	-1	2	-10	-7	1	0.2	7	1504
Cc1cc(C)nc(NC2=NCC(=O)N2c2cc(Cl)cc(Cl)c2)n1	2	.	6	2	1	20	2	1	0.3	4	1588
COc1ccc(-n2cc(C(=O)c3ccccc3O)cn2)cc1	6	0.093	-4	2	12	-13	14	0.9	-1.6	-8	1570
CN1CCc2c(sc3c2c(=O)n(-c2ccccc2)c2nncn32)C1	3	0.34	0	6	2	13	7	1	3.5	1	1492
CNC(=O)c1cc(Nc2nnc(C)c3ccccc23)ccc1OC	8	-0.27	7	1	7	.	6	0.9	-0.1	-4	1597

Going on with the list.
SMILES	PPARg SRC-3 ag	ROMK mod	L major viab	PPARg SRC2 recr	bIAP inh	S1P3 antagonist	PPARg SRC1 recr	bIAP act	DTT redox prof	TLR4-MyD88 BLA	TR-FRET SRC-2 ct
COc1nc(Nc2cccc(C)c2)nc(N2CCCCC2)n1	15	-0.83	25	4	8	38	5	0.9	-1.1	-1	1440
Cc1cnn(-c2cc(Oc3ccccc3)ncn2)c1	-3	0.23	-5	-6	2	11	-1	1	2.6	3	1490
CCC(C)C(=O)N1CCCC(c2nc(-c3cccs3)no2)C1 (stereo not given)	15	0.36	-6	2	13	.	8	0.9	0.0	-3	1657
Cc1ccc(OCCCC(=O)NC(C)c2ccccc2)cc1 (stereo not given)	11	3.2*	11	8	8	.	-2	0.9	0.0	-6	1478
COc1ccc(C2(NC(C)=O)CCN(C(=O)c3cccs3)CC2)cc1	13	0.95	-1	5	14	.	4	0.9	-0.8	-15	1602
O=C(c1ccco1)N1CCN(CC(=O)N(C2CCCCC2)C2CCS(=O)(=O)C2)CC1 (stereo not given)	3	.	-1	-8	0	-40	2	1	3.3	4	1544
CCOC(=O)C1=C(CC)Nc2ccccc2N=C1NC(=O)c1ccc(S(=O)(=O)N(C)C)cc1	7	1.5	2	-5	-8	.	0	1.1	0.2	-1	1461
Cc1ccc(Cc2nc(-c3ccncc3)no2)cc1	-1	-1	9	-16	1	7	-3	1	-0.3	-17	1346
O=C(CCc1nc2ccccc2s1)N1CCN(c2ccccc2)CC1	4	-0.14	-3	13	-2	-18	6	1	-0.4	6	1761
O=C(CN1CCN(c2ncccn2)CC1)N1CCN(C(c2ccccc2)c2ccccc2)CC1	-9	.	98*	0	.	.	1	.	0.6	1	1550
CCCn1c2c(c(O)c(C(=O)NCc3ccccc3)c1=O)CCCC2	8	.	0	19	7	.	4	0.9	2.3	-2	1544
CC(=O)OCCCNc1cc(Sc2ccc(Cl)cc2)c2nonc2c1[N+](=O)[O-]	2	.	3	1	-5	13	-1	1.1	0.9	2	1568
CS(=O)(=O)N1CCC(C(=O)Nc2ccc(C(F)(F)F)cc2)CC1	1	0.2	3	1	5	-7	0	1	-0.6	-3	1673
Cc1ccc(C(C)(C)C)c(OCCCn2ccnc2)c1	2	-2	43	-10	6	2	-4	0.9	-0.3	-2	1514
Cc1cc(C)c(C#N)c(Cl)n1	5	0.38	1	-3	-16	15	-4	1.2	-0.5	12	1349
CCc1cccc(OCCCn2ccnc2)c1	-1	0.057	95*	2	1	0	0	1	-0.2	-1	1424
O=C(NCc1nc2ccccc2[nH]1)C1=C[C@@H](C2CC2)C[C@@H](OCc2ccc(CO)cc2)O1	-2	.	12	-7	-11	17	-3	1.1	0.4	5	1326
Cn1c2c(c(=O)n(C)c1=O)C(C(F)(F)F)(C(F)(F)F)N=C(CCC1CCCCC1)N2	0	-0.062	90*	5	16	4	6	0.8	-0.6	7	1811
CCn1cc(S(=O)(=O)Nc2ccc3c(c2)OCCO3)cn1	4	-0.36	0	12	4	-2	9	1	-1.1	-7	1722
CC(=O)N(CCC1(C(C)C)CCOC(C)(C)C1)Cc1ccco1 (stereo not given)	7	-0.019	-1	7	-5	.	8	1.1	-0.2	-6	1684
CCCCN(CC(=O)NC(C)(C)C)C(=O)C(=O)Nc1ccc2c(c1)OCCO2	0	-0.017	-7	7	-9	-16	3	1.1	-1.5	1	1632
O=C(CSc1cccc[n+]1[O-])Nc1ccc([N+](=O)[O-])cc1Cl	-4	-0.023	-4	7	-2	-13	1	1	-1.5	-8	1667
Cc1cccc(C)c1NC(=O)CCCSc1nc2ccccc2s1	2	0.52	-1	6	7	-5	6	0.9	0.5	1	1567
Cc1ccc(C(=O)N/C(=C\c2ccccc2)C(=O)OCc2ccccc2)cc1	1	.	27	6	-9	-6	7	1.1	-0.1	-2	1577
Cc1cc(NC(=O)CCC(=O)N(Cc2ccco2)C(C(=O)NCC2CCCO2)c2ccncc2)no1 (stereo not given)	6	-0.89	-6	1	1	-19	2	1	-1.1	-6	1567

Following part.
SMILES	PPARg SRC-3 ag	ROMK mod	L major viab	PPARg SRC2 recr	bIAP inh	S1P3 antagonist	PPARg SRC1 recr	bIAP act	DTT redox prof	TLR4-MyD88 BLA	TR-FRET SRC-2 ct
COC(=O)Cc1csc(NC(=O)CSc2nnc3ccccn23)n1	-1	-0.61	-14	8	-4	-4	-1	1	-1.7	-1	1654
CCOC(=O)N=Nc1c(O)n(CC(=O)OC)c2ccccc12	5	-0.0025	3	6	-12	-12	0	1.1	0.3	-7	1721
C=CCn1c(=N)c(C(=O)NCCCOC)cc2c(=O)n3cccc(C)c3nc21	3	.	31	-3	3	-16	0	1	1.2	6	1607
COC(=O)c1ccc2c(c1)N(C)CCS2	5	.	-5	14	10	-19	4	0.9	-1.5	8	1761
Cc1ccc(N2C(=O)[C@@H]3[C@H](C2=O)C2c4ccccc4C=CN2[C@@H]3C(=O)c2ccco2)c(C)c1 (stereo not given in full)	12	-0.77	0	2	-2	25	0	1	-4.2	0	1479
CC1(C)CC(=O)C2=C(C1)NC(=O)CC2C(=O)NCc1ccc(F)cc1 (stereo not given)	1	.	-3	-3	0	-18	-5	1	4.1	-3	1587
Cc1csc(=NC(=O)c2ccccc2)n1C	1	0.42	-5	17	5	.	2	0.9	-0.3	1	1536
Cn1c(=O)c2c(nc(SCC(=O)N3CCCc4ccccc43)n2C)n(C)c1=O	1	-0.47	3	1	.	-22	-5	.	-3.3	3	1679
C=CCn1c(-c2ccccc2)cc(SC)c(C#N)c1=O	3	0.38	12	-3	-13	-15	3	1.1	0.5	-12	1331
CCC1Sc2ccccc2N(CC(=O)NCc2ccccc2OC)C1=O (stereo not given)	12	.	-6	1	11	.	5	0.9	-4.8	-4	1750
O=C(O)c1ccccc1S(=O)(=O)NCC(O)COc1ccc(Br)cc1 (stereo not given)	-3	.	0	2	5	13	-1	0.9	2.5	-7	1650
O=C(CN1CCCN(Cc2ccc(F)cc2Cl)C1=O)NC1CCCCCC1	2	0.032	-3	7	3	.	2	1	0.2	-9	1468
O=C(NC1CCCCC1)C(c1ccc2ncccc2c1)N(Cc1ccc(F)cc1)C(=O)c1ccc2c(c1)OCCO2 (stereo not given)	1	.	37	1	3	.	3	1	2.6	-8	1503
O=C(NCc1ccco1)c1ccc(C(F)(F)F)cc1	4	0.81	-3	-9	8	-19	-2	0.9	4.1	-17	1451

4 compounds from above, ordered by length of the SMILES, lowest first.
SMILES	PPARg SRC-3 ag	ROMK mod	L major viab	PPARg SRC2 recr	bIAP inh	S1P3 antagonist	PPARg SRC1 recr	bIAP act	DTT redox prof	TLR4-MyD88 BLA	TR-FRET SRC-2 ct
CNC(=O)c1cc(Nc2nnc(C)c3ccccc23)ccc1OC	8	-0.27	7	1	7	.	6	0.9	-0.1	-4	1597
COc1cc(Br)c(S(=O)(=O)Nc2c(C)n(C)n(-c3ccccc3)c2=O)cc1OC	6	.	-4	2	10	-36	-4	0.9	14	-4	1487
Cc1cc(C(=O)CN2C(=O)NC3(CCCc4ccccc43)C2=O)c(C)n1Cc1ccco1 (stereo not given)	-3	0.94	8	16	3	.	-2	1	0.2	0	1556
CCOC(=O)C1=C(CC)Nc2ccccc2N=C1NC(=O)c1ccc(S(=O)(=O)N(C)C)cc1	7	1.5	2	-5	-8	.	0	1.1	0.2	-1	1461
